Screening data: PubChem, several laboratories
Cdc42 wt GTP: changes GTP binding to wildtype human Cdc42; hit rate 0.2% among 190,000; AID 761; P60953; percent activity (GTP binding), % at 10 µM; GST-Cdc42 beads, Bodipy-GTP binding, flow cytometry; actives lie on both sides;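 active = percent activity GTP binding at least 20 points away from the 100% baseline, either down as inhibitor or up as activator; inconclusive = compound flagged as likely green fluorescent from well-wide comparison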;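 note: median bead fluorescence of bound Bodipy-FL-GTP at 100 nM; 0% = excess unlabeled GTP control and 100% = no compound control; below 100% means less GTP binding so inhibitor and above means activator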
Avidin bead fluor: compound fluoresces at 488/530 nm on avidin beads. compound fluorescence 488/530 nm, flow cytometry; stronger effect = higher value. fluorescence (KMESF) at 10 µM. hit rate 0.38% among 220,000. AID 1775; in the data active = fluorescence above about 47; note: inactives centre near 10
ABCG2 block: blocks JC-1 efflux by human ABCG2 transporter | Q9UNQ0 | IgMXP3 cells, flow cytometry | inhibition, % at 6.6 µM | hit rate 0.1% among 190,000;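 active = inhibition above 80%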;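 note: 0% = DMSO and 100% = nicardipine control wells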
Target sequence (Q9UNQ0 whole entry, looked up): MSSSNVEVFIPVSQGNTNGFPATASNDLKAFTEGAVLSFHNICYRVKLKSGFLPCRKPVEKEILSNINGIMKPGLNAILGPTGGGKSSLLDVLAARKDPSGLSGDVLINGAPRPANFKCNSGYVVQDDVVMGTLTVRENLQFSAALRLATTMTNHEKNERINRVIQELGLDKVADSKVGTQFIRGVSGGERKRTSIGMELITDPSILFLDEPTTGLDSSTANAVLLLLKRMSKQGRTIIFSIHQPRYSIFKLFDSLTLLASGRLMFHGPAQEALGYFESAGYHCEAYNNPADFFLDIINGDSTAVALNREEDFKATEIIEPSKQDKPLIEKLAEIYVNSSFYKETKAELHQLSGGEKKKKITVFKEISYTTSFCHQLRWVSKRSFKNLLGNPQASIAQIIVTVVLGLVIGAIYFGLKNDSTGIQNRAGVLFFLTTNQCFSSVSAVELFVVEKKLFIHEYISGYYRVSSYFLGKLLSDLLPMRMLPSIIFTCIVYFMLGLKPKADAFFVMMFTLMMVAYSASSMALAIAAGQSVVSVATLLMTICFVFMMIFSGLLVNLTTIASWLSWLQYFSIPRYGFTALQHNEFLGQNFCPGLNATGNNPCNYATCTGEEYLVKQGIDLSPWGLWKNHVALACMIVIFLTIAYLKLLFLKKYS
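Test system: ABCG2 IgMXP3 and barcoded ABCB1 CCRF-Adr cell mix; Schedule: cells with compound and JC-1, 10 min at 25 °C, rotating, no wash; Technique: flow cytometry of retained JC-1 fluorescence; Measure: % inhibition of efflux relative to nicardipine and DMSO; Controls: nicardipine high and DMSO low controls.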
Rac1 wt GTP bind: modulators of human Rac1 wildtype GTP binding. AID 757. GTP binding activity (% of control), % at 10 µM. GST-Rac1 beads, fluorescent GTP binding, flow cytometry; actives lie on both sides; 0 = cold GTP competed, 100 = untreated. hit rate 0.27% among 190,000;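 active = GTP binding activity at least 20 points away from the 100% control level, either lower or higher; inconclusive = compound flagged as likely green fluorescent, judged across all proteins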
Rab7 wt GTP bind: dog Rab7 wildtype GTP binding, inhibitors and activators; GST-Rab7 beads, fluorescent GTP binding, flow cytometry; actives lie on both sides; untreated = 100%, excess cold GTP = 0%; GTP binding activity (percent of control), % at 10 µM; hit rate 0.055% among 190,000; AID 758;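 active = fluorescent GTP binding to Rab7 beads changed by at least 20 points from the 100% baseline, either direction, mostly lower; inconclusive = compound itself probably fluorescent, or too few beads counted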;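 note: median green fluorescence of bound Bodipy-FL-GTP per Rab7 bead population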
Pf gametocyte: kills late stage P. falciparum gametocytes; AID 743093; hit rate 0.065% among 150,000; inhibition, % at 10.9 µM; P. falciparum stage V gametocytes, ATP luminescence, 24 h;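 active = inhibition above the mean plus 3 SD of compounds within the control limits, set per campaign, cut at about 38% in these data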;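 note: 0% = DMSO wells and 100% = medium only without gametocytes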
HRas wt GTP bind: changes GTP binding to wildtype human HRas; GTP binding activity, % at 10 µM; GST-Ras wt beads, Bodipy-FL-GTP binding, flow cytometry; actives lie on both sides; P01112; hit rate 0.14% among 190,000;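 active = GTP binding activity at least 20% away from the 100% baseline, either lowered as inhibitor or raised as activator; inconclusive = flagged as likely green fluorescent, judged across all proteins in the well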;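 note: 0% = unlabeled GTP competition control and 100% = no-compound control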
Mcl1 Noxa PPI: Mcl-1/Noxa interaction inhibition; hit rate 1.5% among 220,000; TR-FRET Mcl-1/Noxa peptide binding, 2 h; inhibition, % at 21.7 µM;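 active = compounds that cut the protein-peptide binding signal by more than 50% relative to plate controls in a single-dose test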;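 note: His-tagged Mcl-1 with rhodamine Noxa BH3 peptide and terbium anti-His antibody; 0% = Mcl-1 plus Noxa peptide wells and 100% = peptide-only wells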
Target sequence (Q07820 whole entry, looked up): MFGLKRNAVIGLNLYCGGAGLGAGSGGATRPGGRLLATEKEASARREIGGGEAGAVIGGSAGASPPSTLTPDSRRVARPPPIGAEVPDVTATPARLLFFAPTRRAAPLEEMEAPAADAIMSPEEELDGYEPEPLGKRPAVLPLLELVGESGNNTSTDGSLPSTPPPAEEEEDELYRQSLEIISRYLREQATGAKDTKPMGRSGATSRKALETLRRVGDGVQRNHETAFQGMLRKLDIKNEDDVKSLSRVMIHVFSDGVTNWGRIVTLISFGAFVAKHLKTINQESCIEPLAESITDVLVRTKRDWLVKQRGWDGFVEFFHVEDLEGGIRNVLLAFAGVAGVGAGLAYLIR
Rab2 wt GTP: changes GTP binding to wildtype dog Rab2A, up or down; GST-Rab2 wt beads, Bodipy-GTP binding, flow cytometry; P61105; GTP binding activity, % at 10 µM; hit rate 0.19% among 190,000;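 active = GTP binding activity at least 20 points away from 100%, either lowered or raised; inconclusive = signal likely due to the compound's own green fluorescence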;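 note: 0% = beads with excess unlabeled GTP and 100% = no-compound control corrected for plate trend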
Rac1 act GTP bind: modulators of GTP binding to human Rac1 activated mutant | GST-Rac1 activated beads, fluorescent GTP binding, flow cytometry; actives lie on both sides; 100% means binding = to untreated wells | AID 764 | percent activity (GTP binding), % at 10 µM | P63000 | hit rate 0.11% among 190,000;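 active = GTP binding at least 20 percentage points away from the 100% baseline, in either direction, so actives lie on both sides; inconclusive = Compound likely fluorescent itself, or too few beads counted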
ABCB1 block: human ABCB1 inhibition, ABCG2 as counter-screen; AID 1326; inhibition, % at 6.6 µM; P08183; hit rate 0.067% among 190,000; CCRF-Adr cells, JC-1 efflux, flow cytometry; in the data active = inhibition above about 40%;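 note: 0% = vehicle and 100% = reference inhibitor; higher value means more JC-1 retained so stronger ABCB1 efflux block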
The depositor's hits bear a star.

Cc1ccc(S(=O)(=O)/N=C2/NC(=O)/C(=C/c3ccccn3)S2)cc1 was read as Cdc42 wt GTP 93.0, Avidin bead fluor 12, ABCG2 block 1.0, Rac1 wt GTP bind 95.0, Rab7 wt GTP bind 91.0, Pf gametocyte 5.5, HRas wt GTP bind 94.0, Mcl1 Noxa PPI 30.7, Rab2 wt GTP 91.0, Rac1 act GTP bind 94.0 and ABCB1 block 0.0.
For COCc1cc(=O)[nH]c(Nc2nc(C)c3cc(OC)ccc3n2)n1 the results were Cdc42 wt GTP 95.0, Avidin bead fluor 13, ABCG2 block 30.2, Rac1 wt GTP bind 99.0, Rab7 wt GTP bind 99.0, HRas wt GTP bind 97.0, Mcl1 Noxa PPI -6.2, Rab2 wt GTP 95.0, Rac1 act GTP bind 98.0 and ABCB1 block 0.6.
COC(=O)C1=C(C)N(C)C(=S)N(C)C1c1cccc(Br)c1 (stereo unspecified) was read as Cdc42 wt GTP 97.0, Avidin bead fluor 9, ABCG2 block 6.0, Rac1 wt GTP bind 99.0, Rab7 wt GTP bind 96.0, Pf gametocyte 8.7, HRas wt GTP bind 94.0, Mcl1 Noxa PPI 13.3, Rab2 wt GTP 93.0, Rac1 act GTP bind 97.0 and ABCB1 block 0.2.
`COc1ccc(CCNC(=O)CN2CCN(S(=O)(=O)c3ccc(Cl)cc3)CC2)cc1OC` gave Cdc42 wt GTP 106.0, Avidin bead fluor 10, ABCG2 block 0.9, Rac1 wt GTP bind 110.0, Rab7 wt GTP bind 109.0, HRas wt GTP bind 106.0, Mcl1 Noxa PPI -6.1, Rab2 wt GTP 107.0, Rac1 act GTP bind 103.0 and ABCB1 block 0.5.
Screening CCOc1cccc(CN2CCN(c3cccc(C(F)(F)F)c3)CC2)c1O returned Cdc42 wt GTP 103.0, Avidin bead fluor 5, ABCG2 block 4.5, Rac1 wt GTP bind 106.0, Rab7 wt GTP bind 99.0, Pf gametocyte -5.3, HRas wt GTP bind 102.0, Mcl1 Noxa PPI 10.5, Rab2 wt GTP 101.0, Rac1 act GTP bind 100.0 and ABCB1 block -1.2.
COc1ccc(CNc2oc(Cc3cccc4ccccc34)nc2C#N)cc1 was read as Cdc42 wt GTP inconclusive, Avidin bead fluor 8, ABCG2 block 4.2, Rac1 wt GTP bind inconclusive, Rab7 wt GTP bind inconclusive, HRas wt GTP bind inconclusive, Mcl1 Noxa PPI 20.2, Rab2 wt GTP inconclusive, Rac1 act GTP bind inconclusive and ABCB1 block 1.0.
`COc1ccc(NC(=O)c2csc3c2CCCCC3)c(OC)c1` gave Cdc42 wt GTP 99.0, Avidin bead fluor 9, ABCG2 block 35.5, Rac1 wt GTP bind 98.0, Rab7 wt GTP bind 98.0, Pf gametocyte 4.5, HRas wt GTP bind 97.0, Mcl1 Noxa PPI 9.8, Rab2 wt GTP 99.0, Rac1 act GTP bind 96.0 and ABCB1 block -1.4.
Screening CCOc1cc(N2CCOCC2)c(OCC)cc1NC(=O)CN1CCCC(C)C1 (stereo unspecified) returned Cdc42 wt GTP 98.0, Avidin bead fluor 2, ABCG2 block 0.5, Rac1 wt GTP bind 103.0, Rab7 wt GTP bind 96.0, Pf gametocyte -32.7, HRas wt GTP bind 94.0, Mcl1 Noxa PPI 5.5, Rab2 wt GTP 97.0, Rac1 act GTP bind 99.0 and ABCB1 block 1.6.
Screening CCCOc1ccc(C(=O)CCC(=O)OCC(=O)Nc2cc(C)on2)cc1 returned Cdc42 wt GTP 102.0, Avidin bead fluor 8, ABCG2 block 0.3, Rac1 wt GTP bind 102.0, Rab7 wt GTP bind 98.0, HRas wt GTP bind 99.0, Mcl1 Noxa PPI -7.9, Rab2 wt GTP 98.0, Rac1 act GTP bind 99.0 and ABCB1 block 0.1.
COc1cc2c(cc1NC(=O)CSc1ccccn1)oc1ccccc12 was read as Cdc42 wt GTP inconclusive, Avidin bead fluor 8, ABCG2 block 16.1, Rac1 wt GTP bind inconclusive, Rab7 wt GTP bind inconclusive, Pf gametocyte -9.3, HRas wt GTP bind inconclusive, Mcl1 Noxa PPI 23.3, Rab2 wt GTP inconclusive, Rac1 act GTP bind inconclusive and ABCB1 block 0.9.
For COc1cccc(C(=O)NCc2nnc(SCC(=O)Nc3nccs3)n2-c2ccccc2)c1 the results were Cdc42 wt GTP 102.0, Avidin bead fluor 23, ABCG2 block 4.2, Rac1 wt GTP bind 104.0, Rab7 wt GTP bind 101.0, HRas wt GTP bind 101.0, Mcl1 Noxa PPI -6.1, Rab2 wt GTP 101.0, Rac1 act GTP bind 100.0 and ABCB1 block 0.7.
C#CCN1CC(C)/C(=N/O)CC1C (stereo unspecified) was read as Cdc42 wt GTP 103.0, Avidin bead fluor 9, ABCG2 block 2.3, Rac1 wt GTP bind 107.0, Rab7 wt GTP bind 99.0, Pf gametocyte -0.2, HRas wt GTP bind 102.0, Mcl1 Noxa PPI 10.6, Rab2 wt GTP 100.0, Rac1 act GTP bind 101.0 and ABCB1 block 0.7.
Screening COc1ccccc1/C=C(\C#N)C(=O)Nc1ccc(S(N)(=O)=O)cc1 returned Cdc42 wt GTP 100.0, Avidin bead fluor 21, ABCG2 block 4.4, Rac1 wt GTP bind 99.0, Rab7 wt GTP bind 103.0, Pf gametocyte 17.9, HRas wt GTP bind 100.0, Mcl1 Noxa PPI -0.3, Rab2 wt GTP 101.0, Rac1 act GTP bind 99.0 and ABCB1 block 1.3.
O=C(O)/C=C/c1cnn(-c2ccccc2)c1 was read as Cdc42 wt GTP 103.0, Avidin bead fluor 10, ABCG2 block 9.4, Rac1 wt GTP bind 109.0, Rab7 wt GTP bind 98.0, Pf gametocyte -2.6, HRas wt GTP bind 100.0, Mcl1 Noxa PPI 9.7, Rab2 wt GTP 102.0, Rac1 act GTP bind 97.0 and ABCB1 block -0.1.
Screening C=CCNCCCCOc1ccc(Br)cc1C returned Cdc42 wt GTP 99.0, Avidin bead fluor 15, ABCG2 block 6.4, Rac1 wt GTP bind 101.0, Rab7 wt GTP bind 93.0, Pf gametocyte -2.5, HRas wt GTP bind 102.0, Mcl1 Noxa PPI 0.8, Rab2 wt GTP 101.0, Rac1 act GTP bind 104.0 and ABCB1 block 0.3.
Screening Cc1cc(N/N=C/c2ccccc2Cl)nc(NCc2ccccc2)n1 returned Cdc42 wt GTP 100.0, Avidin bead fluor 13, ABCG2 block 9.0, Rac1 wt GTP bind 104.0, Rab7 wt GTP bind 100.0, HRas wt GTP bind 101.0, Mcl1 Noxa PPI 8.3, Rab2 wt GTP 100.0, Rac1 act GTP bind 98.0 and ABCB1 block 1.2.
Screening O=C(C1=NN(c2ccccc2)C2C(=O)N(c3ccccc3)C(=O)C12)c1ccccc1 (stereo unspecified) returned Cdc42 wt GTP 95.0, Avidin bead fluor 12, ABCG2 block -3.9, Rac1 wt GTP bind 95.0, Rab7 wt GTP bind 92.0, Pf gametocyte -10.6, HRas wt GTP bind 95.0, Mcl1 Noxa PPI -122.6, Rab2 wt GTP 94.0, Rac1 act GTP bind 97.0 and ABCB1 block -0.4.
`COc1ccc(C2C(C#N)=C(C)NC3=C2C(=O)CC(C)(C)C3)c(OC)c1` (stereo unspecified) gave Cdc42 wt GTP 102.0, Avidin bead fluor 6, ABCG2 block 3.9, Rac1 wt GTP bind 101.0, Rab7 wt GTP bind 101.0, HRas wt GTP bind 103.0, Mcl1 Noxa PPI 5.8, Rab2 wt GTP 103.0, Rac1 act GTP bind 98.0 and ABCB1 block 0.6.
CCOC(=O)CCc1c(C)c2ccc(OCc3nn[nH]n3)c(C)c2oc1=O was read as Cdc42 wt GTP 91.0, Avidin bead fluor 13, ABCG2 block 0.9, Rac1 wt GTP bind 90.0, Rab7 wt GTP bind 99.0, HRas wt GTP bind 93.0, Mcl1 Noxa PPI 16.6, Rab2 wt GTP 97.0, Rac1 act GTP bind 96.0 and ABCB1 block 0.5.
Cc1ccccc1NC(=O)c1cccc(OCc2c(C)noc2C)c1 was read as Cdc42 wt GTP 103.0, Avidin bead fluor 21, ABCG2 block 32.2, Rac1 wt GTP bind 110.0, Rab7 wt GTP bind 99.0, Pf gametocyte 4.6, HRas wt GTP bind 102.0, Mcl1 Noxa PPI -9.2, Rab2 wt GTP 102.0, Rac1 act GTP bind 101.0 and ABCB1 block 1.5.
For NC(=O)c1c(NC(=O)c2cc3ccccc3o2)sc2c1CCC2 the results were Cdc42 wt GTP 100.0, Avidin bead fluor 9, ABCG2 block -0.5, Rac1 wt GTP bind 97.0, Rab7 wt GTP bind 99.0, Pf gametocyte -26.7, HRas wt GTP bind 98.0, Mcl1 Noxa PPI 38.6, Rab2 wt GTP 92.0, Rac1 act GTP bind 97.0 and ABCB1 block 0.0.
`Cc1oc2c(CN3CCCC3)c(O)ccc2c(=O)c1-c1ccc(Cl)cc1` gave Cdc42 wt GTP 94.0, Avidin bead fluor 4, ABCG2 block 6.5, Rac1 wt GTP bind 96.0, Rab7 wt GTP bind 91.0, HRas wt GTP bind 94.0, Mcl1 Noxa PPI 3.7, Rab2 wt GTP 95.0, Rac1 act GTP bind 94.0 and ABCB1 block 0.3.
CCC(Oc1ccccc1)C(=O)N1CCN(c2ccccn2)CC1 (stereo unspecified) was read as Cdc42 wt GTP 99.0, Avidin bead fluor 39, ABCG2 block 1.4, Rac1 wt GTP bind 98.0, Rab7 wt GTP bind 97.0, HRas wt GTP bind 100.0, Mcl1 Noxa PPI 5.0, Rab2 wt GTP 95.0, Rac1 act GTP bind 97.0 and ABCB1 block 0.8.
For O=C1c2ccccc2C(=O)N1CC#CCN1CCN(C2CCCCC2)CC1 the results were Cdc42 wt GTP 101.0, Avidin bead fluor 7, ABCG2 block 3.4, Rac1 wt GTP bind 101.0, Rab7 wt GTP bind 101.0, HRas wt GTP bind 99.0, Mcl1 Noxa PPI 39.5, Rab2 wt GTP 99.0, Rac1 act GTP bind 97.0 and ABCB1 block 0.6.
COc1ccccc1C(=O)N1CCCC(c2nc(-c3cc(OC)c(OC)c(OC)c3)no2)C1 (stereo unspecified) was read as Cdc42 wt GTP 95.0, Avidin bead fluor 10, ABCG2 block 29.4, Rac1 wt GTP bind 100.0, Rab7 wt GTP bind 96.0, HRas wt GTP bind 97.0, Mcl1 Noxa PPI 23.4, Rab2 wt GTP 98.0, Rac1 act GTP bind 96.0 and ABCB1 block 25.8.
